CHRM4 agonist: agonists of human muscarinic M4 receptor (CHRM4); P08173; CHO-K1 hM4/Gqi5, Fluo-8 calcium fluorescence; vehicle 0%, full acetylcholine response 100%; activation, % at 3 µM; 360,000 tested, 0.14% active; AID 624127;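 active = activation above the run mean over all test wells plus 3 SD, cut at about 32% in these data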;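 also: peak over basal fluorescence ratio per well then scaled between controls; 0% = DMSO wells and 100% = acetylcholine at EC100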
Target sequence (P08173 whole entry, looked up): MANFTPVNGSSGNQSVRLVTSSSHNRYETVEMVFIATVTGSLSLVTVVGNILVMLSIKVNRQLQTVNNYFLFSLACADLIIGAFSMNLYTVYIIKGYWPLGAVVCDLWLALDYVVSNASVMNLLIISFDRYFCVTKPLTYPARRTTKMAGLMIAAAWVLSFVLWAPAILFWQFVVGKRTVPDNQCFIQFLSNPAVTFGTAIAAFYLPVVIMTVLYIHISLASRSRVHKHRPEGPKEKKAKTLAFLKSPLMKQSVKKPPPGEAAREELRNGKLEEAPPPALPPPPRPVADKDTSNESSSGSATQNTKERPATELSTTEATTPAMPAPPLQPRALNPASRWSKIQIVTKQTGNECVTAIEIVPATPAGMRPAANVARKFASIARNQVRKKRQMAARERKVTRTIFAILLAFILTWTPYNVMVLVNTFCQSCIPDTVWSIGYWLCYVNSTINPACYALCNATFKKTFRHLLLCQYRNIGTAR
CHO-K1 Ca ag: nonselective activator or artifact in parental CHO-K1 cells. Fluo-8 calcium fluorescence; scaled to maximal ATP response, vehicle zero. activation, % at 3 µM. 360,000 tested, 0.48% active; in the data active = activation above about 15%;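 also: untransfected CHO-K1 host cells lacking M1 receptor as counterscreen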
M5 ag: agonists of human muscarinic M5 receptor (CHRM5); 360,000 tested, 0.19% active; P08912; AID 624037; activation, % at 3 µM; CHO-K1 hM5 cells, Fluo-8 calcium fluorescence; 0% DMSO wells, 100% maximal acetylcholine response;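 active = activation above the run's mean over test compounds plus 3 SD, cut at about 23% in these data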;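 also: signal is peak over basal fluorescence ratio across the kinetic read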
Target sequence (P08912 whole entry, looked up): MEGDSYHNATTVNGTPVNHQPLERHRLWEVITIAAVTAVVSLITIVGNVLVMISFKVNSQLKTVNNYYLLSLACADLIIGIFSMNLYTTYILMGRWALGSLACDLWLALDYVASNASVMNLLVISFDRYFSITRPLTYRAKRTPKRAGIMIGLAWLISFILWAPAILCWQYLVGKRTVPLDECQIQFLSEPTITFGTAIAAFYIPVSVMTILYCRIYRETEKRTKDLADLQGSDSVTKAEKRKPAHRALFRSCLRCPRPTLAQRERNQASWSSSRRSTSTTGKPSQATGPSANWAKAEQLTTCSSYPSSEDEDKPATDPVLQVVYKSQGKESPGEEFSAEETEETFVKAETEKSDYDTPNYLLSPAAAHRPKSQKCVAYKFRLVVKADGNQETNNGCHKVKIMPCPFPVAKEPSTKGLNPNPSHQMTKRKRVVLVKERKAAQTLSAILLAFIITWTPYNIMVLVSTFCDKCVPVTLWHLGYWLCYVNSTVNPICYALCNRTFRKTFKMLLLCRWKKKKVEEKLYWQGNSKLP
M1 PAM parental: nonselective activator or artifact in parental CHO-K1 calcium assay | ATP EC20, Fluo-8 calcium fluorescence; 0% at ATP EC20, 100% at ATP max | 360,000 tested, 0.02% active | activation, % at 3 µM;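 active = activation above the run cutoff, the mean activation of all test compounds plus 3 SD, cut at about 40% in these data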;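 also: peak over basal fluorescence ratio in a 140 s read after ATP addition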
M4 PAM: potentiates acetylcholine response at human M4 receptor | P08173 | CHO-K1 hM4/Gqi5, Fluo-8 calcium fluorescence, ACh EC20; 0% = ACh EC20, 100% = maximal ACh | activation, % at 3 µM | 360,000 tested, 0.4% active | AID 624126;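 active = activation above its plate's cutoff, the mean activation of sample wells plus 3 SD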; also: some results filed as inactive read as strong as hits
M5 antag: CHRM5 antagonism in calcium assay; P08912; CHO-hM5 cells, Fluo-8 calcium fluorescence, ACh EC80; inhibition, % at 3 µM; 360,000 tested, 0.59% active;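 active = inhibition above a per-plate cutoff, the mean of that plate's test compounds plus 3 SD, cut at about 27% in these data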;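 also: 0% = acetylcholine EC80 with DMSO and 100% = DMSO without agonist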
CHO-K1 Ca antag: counter-screen for M1 antagonists: effect in parental CHO-K1 cells | ATP-induced calcium, Fluo-8 fluorescence | inhibition, % at 3 µM | 360,000 tested, 0.6% active | AID 602250;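 active = inhibition above a per-plate cutoff, the plate's mean sample inhibition plus 3 SD, cut at about 24% in these data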;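 also: 0% = DMSO plus EC80 ATP and 100% = DMSO alone without ATP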
CHRM4 antagonist: CHRM4 antagonism in calcium assay; P08173; CHO-hM4 cells, ACh EC80, Fluo-8 calcium fluorescence; inhibition, % at 3 µM; 360,000 tested, 0.73% active; AID 624125;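 active = inhibition above its plate's cutoff, the mean inhibition of sample wells plus 3 SD, cut at about 27% in these data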;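 also: 0% = acetylcholine EC80 with DMSO and 100% = DMSO without agonist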
CHRM5 PAM: CHRM5 positive allosteric modulation. P08912. CHO-K1 hM5, Fluo-8 calcium, ACh EC20 PAM; 0% = ACh EC20, 100% = ACh EC100. activation, % at 3 µM. 360,000 tested, 0.3% active. AID 624038;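 active = activation above the run cutoff, the mean activation of all test compounds plus 3 SD, cut at about 18% in these data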
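System – CHO-K1 hM5 cells · Compound – 3 µM, single dose · Incubation – compound preincubation 140 s before EC20 acetylcholine addition · Technique – Fluo-8 calcium fluorescence · Measure – Max/basal fluorescence ratio as % of EC20–EC100 ACh window · Benchmarks – low control EC20 acetylcholine (0%), high control EC100 acetylcholine (100%) · Replication – singlicate, one well per test compound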
An asterisk follows results filed as active.

The opening four compounds, ahead of the listing:
SMILES	CHRM4 agonist	CHO-K1 Ca ag	M5 ag	M1 PAM parental	M4 PAM	M5 antag	CHO-K1 Ca antag	CHRM4 antagonist	CHRM5 PAM
O=C1c2ccccc2C(=O)N1CCCc1cn(C[C@H]2CC[C@H](Cn3cc(CCCN4C(=O)c5ccccc5C4=O)nn3)O2)nn1	15	5.3	1	15	-9	-4	-14	-15	-7
CCSc1nnc(NC(=O)c2ccc3nc[nH]c3c2)s1	8	0.8	-1	19	0	10	-14	-2	-5
CC(C)CC(=O)NC(=S)Nc1ccccn1	0	0.3	0	5	3	-2	-14	-2	2
O=S(=O)(c1ccc(Cl)cc1)N1CCC(O)(CN2CCN(Cc3ccccc3)CC2)CC1	3	4.3	-10	6	-8	13	3	9	-7

The listing, repeating the preview:
SMILES	CHRM4 agonist	CHO-K1 Ca ag	M5 ag	M1 PAM parental	M4 PAM	M5 antag	CHO-K1 Ca antag	CHRM4 antagonist	CHRM5 PAM
O=C1c2ccccc2C(=O)N1CCCc1cn(C[C@H]2CC[C@H](Cn3cc(CCCN4C(=O)c5ccccc5C4=O)nn3)O2)nn1	15	5.3	1	15	-9	-4	-14	-15	-7
CCSc1nnc(NC(=O)c2ccc3nc[nH]c3c2)s1	8	0.8	-1	19	0	10	-14	-2	-5
CC(C)CC(=O)NC(=S)Nc1ccccn1	0	0.3	0	5	3	-2	-14	-2	2
O=S(=O)(c1ccc(Cl)cc1)N1CCC(O)(CN2CCN(Cc3ccccc3)CC2)CC1	3	4.3	-10	6	-8	13	3	9	-7
c1coc(-c2nnc(NC3=NCCC3)o2)c1	0	-0.3	-1	-10	0	2	23	3	0
CCCC(=O)NC(c1ccc2c(c1)OCO2)c1cc(Cl)c2cccnc2c1O (centres undefined)	1	0.8	0	8	-2	0	4	-1	0
COC(=O)C1=C(N)Oc2cc(C)n(Cc3cccnc3)c(=O)c2C1c1ccccc1OC (centres undefined)	0	-0.3	-1	-7	4	-2	26*	4	-1
Cc1ccc(C(=O)N(C)CC(=O)Nc2cccc(C)c2C)o1	1	0.3	-1	7	-4	6	-12	-4	-4
COC(=O)CNC(=O)c1cccc(F)c1	0	0.3	-4	18	10	-1	-9	-6	7
Cc1cc(N(C)C)ccc1[N+](=O)[O-]	1	3.4	-2	17	13	-5	-18	-22	-1
C=CCC[C@@H](Cc1ccc(F)cc1)C(=O)OC[C@@H](NC(=O)[C@@H](CC=C)CC(=O)N[C@H](CO)Cc1ccccc1)C(C)(C)C	4	-0.5	-3	12	-1	16	-10	-8	-6
CCOC(=O)C1(Cc2cccc(OC)c2)CCN(Cc2cccc(OCC)c2O)CC1	9	5.2	-1	7	-5	8	-14	-11	-11
O=C(Nc1nnc(-c2ccccn2)o1)c1cccc(Br)c1	0	0.1	-4	-2	-4	6	13	8	-4
C/C(=N/NS(=O)(=O)c1ccccc1)c1c[nH]c2ccccc12	1	-0.2	-4	7	3	-2	6	-2	-4
COc1ccccc1N1CCN(C(c2cc3cc(C)ccc3[nH]c2=O)c2nnnn2C2CCCC2)CC1 (centres undefined)	0	0.2	-2	15	3	0	-14	2	0
COc1ccc(N2C(=O)C(CC(=O)O)S/C2=N\N=C\c2cccs2)cc1 (centres undefined)	0	0.1	-3	-11	5	6	11	-2	3
CC(=O)c1cccc(NC(=O)c2cc(-c3ccco3)nc3ccccc23)c1	16	6.5	2	-9	-13	24	16	15	-15
Cc1nc2cc(Cl)c(Cl)cc2n1CCCO	1	1.4	-5	17	7	4	-5	-4	5
Cc1ccccc1C1=NC(C(F)(F)F)(C(F)(F)F)c2c(n(-c3ccc(F)cc3)c(=O)[nH]c2=O)N1	2	1.6	-1	19	10	-1	-10	1	-3
CC(C)(C)c1ccc(Oc2ncccc2NC(=O)c2cccs2)cc1	-1	0.1	0	-22	8	13	12	1	-2
CCCc1cc(=O)oc2cc(OCC(=O)NC(Cc3ccc(Cl)cc3)C(=O)O)ccc12 (centres undefined)	1	0.8	1	20	0	-1	3	6	3
COc1ccc(C)cc1NC(=O)c1sc2ncnc(N3CCN(c4ccccn4)CC3)c2c1C	0	0.8	0	4	-1	23	-9	-6	-3
Cn1c(CSCc2ccc(Cl)cc2Cl)n[nH]c1=S	1	0.6	1	-18	-9	0	9	1	2
COc1ccccc1CNC(=O)Cn1c(=O)oc2cc(S(=O)(=O)N3CCCC3)ccc21	5	8.8	5	4	1	3	10	-5	-5
O=C(Nc1c(-c2ccccc2)nc2ccccn12)c1cccc(F)c1	2	2.0	-3	8	-5	9	-13	4	-8

(more compounds)
SMILES	CHRM4 agonist	CHO-K1 Ca ag	M5 ag	M1 PAM parental	M4 PAM	M5 antag	CHO-K1 Ca antag	CHRM4 antagonist	CHRM5 PAM
C[C@H]1CN([C@@H](C)CO)S(=O)(=O)c2ccc(Br)cc2O[C@@H]1CN(C)C(=O)CCN1CCCCC1	1	0.0	1	6	1	0	-9	-7	1
Nc1ncnc(N2CCOCC2)n1	0	0.3	1	8	0	10	-7	-4	-1
Cc1ccc(S(=O)(=O)N2CCCN(C(=O)CNC(=O)c3cccc(C)c3)CC2)cc1	23	6.5	9	11	-9	9	-11	14	-11
CN(C)CC(C)(C)CNC(=S)NCc1ccc2c(c1)OCO2	0	0.9	-7	19	-5	5	-8	-1	-3
Nc1nccnc1C(=O)OCC(=O)N1CCN(S(=O)(=O)c2ccc(Cl)cc2)CC1	2	1.0	1	-1	6	-4	0	2	4
COc1ccc(CCNC(=O)C2CC(=O)N(CCc3ccc(C)cc3)C2)cc1OC (centres undefined)	1	1.5	-2	12	-1	4	-12	-4	-1
O=C(C1=C(O)C(=O)N(Cc2ccco2)C1c1cccc(Cl)c1)c1ccco1 (centres undefined)	-1	-0.7	-4	-21	13	-2	6	-1	-2
CCCCN(C)Cc1c(C)[nH]c2c(ccc3ccccc32)c1=O	0	0.0	-2	4	-2	-1	-8	5	3
O=C(C(Cc1ccccc1)N1C(=O)c2ccccc2C1=O)N1c2ccccc2CCc2ccccc21 (centres undefined)	-1	0.9	-5	22	-5	7	-6	-3	-1
CC1(C)CC(CC(=O)Nc2ccccc2[N+](=O)[O-])C(=O)O1 (centres undefined)	1	0.1	-2	15	8	2	-13	1	-1
COc1ccc(CC(=O)NNC(=O)COc2ccc(Br)cc2C)cc1OC	1	0.6	1	16	3	-4	-2	-8	1
CCOC(=O)COn1c2c(c3c4no[n+]([O-])c4ccc31)CCCC2	0	-0.1	1	19	7	7	-10	-1	-5
Cc1ccc(CN2C(=O)C(C)Oc3ccccc32)cc1 (centres undefined)	-2	1.2	-5	15	-2	-10	-8	-8	-10
CC(=C1C(=O)c2ccccc2C1=O)N1CCC(C(N)=O)(N2CCCCC2)CC1	-2	-0.3	-2	-4	1	-4	-6	-1	1
COC(=O)[C@]1(Cc2ccccc2)N[C@H](CN(C)C(C)=O)[C@@H]2C(=O)N(C)C(=O)[C@@H]21	1	-0.7	1	-8	-3	-9	-8	-5	-1
CCCOn1nnnc1-c1ccccc1	0	0.3	0	6	5	-2	-9	-3	-4
O=C(Nc1ccc(NC(=O)c2ccco2)cc1)c1cnccn1	2	0.7	4	20	5	-4	-11	10	1
CCn1c(CCNC(=O)c2cccs2)nnc1SCC(=O)Nc1ccc(Cl)cc1	0	0.7	-4	12	-5	13	-7	4	-16
O=C1CC(c2cccs2)Cc2nc(NC(=O)C3CC3)ncc21 (centres undefined)	0	0.4	-2	4	3	4	5	-1	8
O=C(Nc1ccccc1Br)c1ccc2nccnc2c1	0	6.9	-3	1	0	6	-5	1	0
O=[N+]([O-])c1cccc(CN(CCO)Cc2ccccc2)c1	1	0.1	-1	-10	19	-1	4	3	-3
O=C(N[C@@H](Cc1ccccc1)C(=O)O)c1cccs1	0	0.1	-1	1	12	-2	-3	-9	0
Cc1ccc(N2CC(C)Cn3c2nc2c3c(=O)[nH]c(=O)n2C)cc1C (centres undefined)	0	-0.8	-8	-8	6	1	-12	-3	1
Clc1ccc(CNc2ncccn2)cc1	1	1.8	-3	14	1	8	-15	8	-4
COc1cc2c(cc1OC)C(C(=O)N1CCN(c3ccccc3)CC1)C(c1cccs1)N(C)C2=O (centres undefined)	5	1.6	3	12	-7	2	1	-11	-5

(next part)
SMILES	CHRM4 agonist	CHO-K1 Ca ag	M5 ag	M1 PAM parental	M4 PAM	M5 antag	CHO-K1 Ca antag	CHRM4 antagonist	CHRM5 PAM
COc1cccc(-n2c(SCC(N)=O)nc3ccccc3c2=O)c1	4	0.1	6	1	12	4	-1	7	5
O=C(Cn1nc(-c2ccc(N3CCOCC3)c([N+](=O)[O-])c2)c2ccccc2c1=O)N1CCCCC1	2	0.2	0	16	-5	-5	-6	2	1
CC(C)C[C@H](NC(=O)c1nc[nH]c1C(=O)N[C@@H](CCCCNC(=O)OC(C)(C)C)C(=O)OC(C)(C)C)C(=O)OCc1ccccc1	2	0.9	-2	19	-5	5	-20	-13	-3
COC(=O)c1ccc(Cl)c(NC(=O)CN2CCN(Cc3ccccc3)CC2)c1	1	4.6	-4	23	2	0	-7	-2	3
O=C(CCc1c[nH]c2ccccc12)N1CCN(c2ccc(F)cc2)CC1	2	3.7	1	7	-2	18	-6	-2	-9
CN(C)c1ccc(/C=C/c2ccc3c4ccccc4ccc3[n+]2-c2ccccc2)cc1	18	16*	-1	-13	-22	43*	41*	40*	-28
O=C(C1CCCCN1S(=O)(=O)c1ccccc1)N1CCN(Cc2ccccc2)CC1 (centres undefined)	3	1.8	0	6	0	0	-4	-4	-4
O=[N+]([O-])c1cc(-c2ccn[nH]2)ccc1Cl	4	1.9	-3	21	3	-7	-6	-6	0
CCOc1ccccc1NC(=S)NC(=O)C1CC1	-1	-1.1	-3	-3	0	-8	2	5	2
Cc1ccc(C)n1-c1sccc1C(=O)O	1	-0.2	0	8	3	-6	-8	4	8
COc1cc(/C=N/NC(=S)NCCN2CCOCC2)cc(OC)c1O	1	0.0	0	2	1	2	3	2	2
CCCCCCC(=O)N/N=C(\C)Cc1ccccc1	-1	0.1	-4	3	6	4	-3	-13	-2
CCc1cc2cccc(C)c2nc1SCC(=O)NC1CCCC1	1	0.8	-2	15	6	-5	-7	-2	11
CC(C)C1N(c2ccccc2)C(N)=C(C#N)C1(C#N)C#N (centres undefined)	3	2.8	2	16	-5	-9	-9	3	0
Cc1cccc(-c2nc(NCCN(C)C)c3ccccc3n2)c1	1	-0.1	1	22	8	-4	-3	0	1
O=c1[nH]c(CNCc2cccnc2)nc2ccccc12	1	-0.3	1	3	1	-6	8	-6	2
O=C(COC(=O)C1CCN(/C=C/C(=O)C(F)(F)F)CC1)Nc1cccc(F)c1	3	1.0	1	-8	0	5	5	-4	-7
O=C1C(=C(c2ccccc2)c2ccccc2)Nc2ccccc21	6	0.5	-3	11	-1	3	-7	6	-10
O=C(CCCN1C(=O)c2ccccc2C1=O)OC1CSCC1NC(=O)c1ccccc1 (centres undefined)	8	5.5	7	19	-5	0	-2	0	-5
Cc1ccc(OCC(O)CN2CCc3ccccc3C2)c(C)c1 (centres undefined)	1	0.7	-1	17	2	-3	-4	-9	-1
COc1ccc(CN(Cc2cc3cccc(C)c3n3nnnc23)C(=O)N2CCOCC2)cc1	1	0.0	-1	-9	-5	-3	3	3	-1
c1ccc(C2(CN3CCNC[C@@H]3CC3CCCCC3)CC2)cc1	2	1.1	1	1	4	9	4	-3	-10
COc1ccc(N2CCN(C(=O)CN3C(=O)NC(c4ccc(OC)cc4)(c4ccc(OC)cc4)C3=O)CC2)cc1	4	2.2	-2	1	3	19	-3	-6	-3

Source: PubChem BioAssay
